p47phox inh = blocks human p47phox regulatory protein of NADPH oxidases | P14598 | p47phox/p22phox peptide binding, fluorescence polarization, 2 h | inhibition, % at 24.7 µM | 220,000 compounds, 0.53% hits | AID 1274;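 note: 0% = p47phox with labelled peptide and 100% = labelled peptide alone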
Rad51 HR inh = blocks human Rad51 in homologous recombination | inhibition, % at 10 µM | Q06609 | 200,000 compounds, 0.085% hits | hRad51 DNA strand exchange, fluorescence dequenching;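 active = inhibition above 40% at the single screening dose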;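 note: 0% = DMSO control wells and 100% = blanks with heterologous ssDNA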
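System: human Rad51 nucleoprotein filaments preassembled on unlabelled ssDNA. Reagent: labelled 47-mer dsDNA for strand exchange. Schedule: 30-min compound preincubation and 15-min exchange, both room temperature. Measured by: FRET fluorescence dequenching, excitation 485 nm, emission 520 nm. Read-out: Fluorescence-based percent inhibition, control- and blank-normalised. Benchmarks: plate controls and plate blanks.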
KLK5 inh = blocks human kallikrein 5 protease activity | 210,000 compounds, 0.59% hits | Q9Y337 | recombinant hK5, fluorogenic AMC substrate cleavage | inhibition, % at 5 µM;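 active = inhibition of 40% or more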;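 note: 0% = enzyme controls without compound and 100% = no-enzyme blanks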
eIF4E-4G inh = inhibitors of eIF4E and eIF4G interaction in translation initiation; inhibition, % at 21.7 µM; AID 782; P63073+Q04637; 220,000 compounds, 0.37% hits; TR-FRET eIF4E-eIF4GI(517-606) binding, 2 h;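 note: 0% = full FRET control wells and 100% = background wells lacking eIF4GI fragment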
14-3-3 Bad inh = disrupts binding of bovine 14-3-3 zeta to phospho-Bad peptide. TR-FRET 14-3-3zeta/Dy647-pBad peptide displacement, 1 h. inhibition, % at 21.7 µM. 220,000 compounds, 0.71% hits;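 active = inhibition above about 70%, limit read from the data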;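 note: 0% = full 14-3-3 plus peptide FRET controls and 100% = background without 14-3-3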
Furin inh = blocks human furin protease activity | inhibition, % at 30 µM | 220,000 compounds, 0.061% hits | P09958 | purified furin, fluorogenic substrate cleavage; in the data active = inhibition above about 25%; note: inactives centre near -15
EBV gp42 inh = EBV gp42 inhibition | Q1HVG2 | Fluorescence polarization binding assay, mP read-out | inhibition, % (tested at 21.74 µM) | 220,000 compounds, 0.42% hits; in the data active = inhibition above about 50%
Cl transport mod = KCC2 (human) Cl- transport modulation | 190,000 compounds, 2.2% hits | Q9H2X9 | B-score of Tl+ flux slope (higher = more flux/activation; lower = inhibition) at 10 µM | KCC2 cells, thallium flux FluoZin-2 fluorescence;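 active = thallium flux slope and its plate-corrected score both differing from the plate sample mean at a set confidence after two filtering rounds, in either direction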;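 note: slope of fluorescence scaled to starting intensity during 10 to 20 s after thallium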
Thrombin inh = thrombin (human) inhibition; P00734; alpha-thrombin, Boc-VPR-AMC fluorogenic substrate cleavage; inhibition, % at 5 µM; 220,000 compounds, 0.26% hits; AID 1046;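 active = inhibition at or above 40%; inactive = inhibition below 40%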;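 note: 0% = enzyme with no compound and 100% = wells without enzyme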
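Material: human alpha-thrombin enzyme / Medium: pH 7.5 Tris (50 mM) with NaCl 150 mM, Tween 20 0.05% / Compound: single-point dosing at 5 µM, 0.2% DMSO / Incubation: enzyme reaction carried out at room temperature / Detection: AMC fluorescence, 355/460 nm / Read-out basis: percent inhibition scaled between no-compound controls and no-enzyme blanks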
Active calls of the source: *; nt = not tested or not shown; [ ] = dose if it differs, or a comment.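 Rule for the calls, unless noted: active = inhibition above about 30% (limit read from the data); inactive = the rest.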

1: Cc1n(N)c2ccccc2[n+]1CC(=O)c1ccccc1
2: Cc1cc(C)n2c(Nc3ccc4c(c3)OCCO4)c(-c3ccco3)nc2n1
3: CC1(C)SC(=S)N(/N=C/c2cccnc2)C1N(O)C(=O)Nc1ccccc1 (stereo unspecified)
4: N#CCSc1nc2c(cc1C#N)CCCCCC2
5: Cc1ccc(OCc2csc(N)n2)cc1
6: C/C(=C\C(=O)c1cccnc1)Nc1ccc(C)c(C)c1
7: O=C(CCCc1ccccc1)Nc1ccc2c(c1)OCCO2
8: Cc1ccc(NC(=O)c2ccccc2-c2ccccc2C(=O)O)cc1

Assay by compound,1,2,3,4,5,6,7,8
p47phox inh,-13,-15,-18,-2,0,-4,-1,-15
Rad51 HR inh,8,2,-9,-12,1,12,-10,11
KLK5 inh,1,2,1,-20,-17,-7,23,-15
eIF4E-4G inh,1,2,1,-1,-1,17,-3,3
14-3-3 Bad inh,-17,3,-1,-3,-7,-8,0,5
Furin inh,-44,3,-12,4[20 µM],-20,-4,-1,-7
EBV gp42 inh,-8,-12,-12,-5,2,-12,-1,-14
Cl transport mod,0.47,nt,0.75,nt,0.66,nt,-1.6,0.54
Thrombin inh,-4,0,-2,0,0,-5,26,-3

9: CC1(C)C(=O)C2(CCCCC2)C(=O)OC1C(=O)c1ccccc1 (stereo unspecified)
10: COCCn1c(SCC(=O)Nc2sc(C)c(C)c2C#N)nnc1C(C)C
11: Cc1cc(C)c(C(=O)/C=C/c2ccc3c(c2)OCO3)c(=O)[nH]1
12: O=C(OCc1nnc(-c2ccccc2)o1)c1ccc(S(=O)(=O)NCc2ccco2)cc1
13: COc1cc(NC(=S)NC(=O)c2cccs2)ccc1NC(=O)C(C)C
14: Cc1ccc(-n2ncc3c(=O)n(CC#N)cnc32)cc1
15: CCCCn1c(SCC(=O)N(C)C)nnc1-c1ccncc1
16: CCCCN1C(=O)C(=O)NC[C@@H]1C(C)O (stereo partly specified)

Assay by compound,9,10,11,12,13,14,15,16
p47phox inh,-9,-8,1,-9,-8,-8,0,-6
Rad51 HR inh,8,-1,-1,8,-19,1,-11,-13
KLK5 inh,-4,0,-1,-5,5,3,-1,5
eIF4E-4G inh,3[fluorescence artefact?],1,-1,1[fluorescence artefact?],6,6,-1,2
14-3-3 Bad inh,7[fluorescence artefact?],-5,-10,-10,-7,-1,-2,2
Furin inh,-13,-20[20 µM],-12,-17[20 µM],-5,-19,-19,-7
EBV gp42 inh,-3,-16,-9,13,-2,0,5,-15
Cl transport mod,0.28,-1,nt,nt,5.1*,0.45,1.8,1.1
Thrombin inh,-4,-8,-10,-7,-4,2,-3,5

17: COc1cc(-n2c(=O)c3ccccc3n(Cc3ccccc3)c2=O)cc(OC)c1OC
18: Cc1cc(Cl)cc(Cl)c1CNc1c([N+](=O)[O-])c(=O)oc2ccccc12
19: Cc1cccc(C)c1NC(=O)CN1N=NC2C(=O)N(c3cccc(Cl)c3)C(=O)C21 (stereo unspecified)
20: COc1ccc(Cn2c(O)c(C=Nc3ccc(OC)cc3)c3ccccc3c2=O)cc1
21: COC(=O)Cc1ccc(NC(=S)NCCSc2ccc(Cl)cc2)cc1
22: COC(=O)c1sc(S(=O)(=O)N2CCCCC2C(=O)O)c(C(=O)OC)c1C (stereo unspecified)
23: O=C(CSC1=NCCS1)c1ccc(Cl)cc1
24: COc1ccc(CCNC(=O)C2CCCCC2C(=O)O)cc1OC (stereo unspecified)

Assay by compound,17,18,19,20,21,22,23,24
p47phox inh,12,-10,-11,-113,-8,-10,-8,8
Rad51 HR inh,-6,2,-9,1,nt,-6,0,1
KLK5 inh,2,-10,8,-4,-4,-7,0,-15
eIF4E-4G inh,-1,-4,7,1,-1,-8,2,-7
14-3-3 Bad inh,1[fluorescence artefact?],-21,8[fluorescence artefact?],8,-10,4,-1,1[fluorescence artefact?]
Furin inh,0[20 µM],-9,-12,7,-12,-15[20 µM],-26,-8
EBV gp42 inh,-5,-10,-23,4,9,-13,-9,-16
Cl transport mod,-0.4,-0.51,1.1,1.2,0.071,-0.5,1.1,0.81
Thrombin inh,-3,2,-3,-5,-9,4,0,-1

25: O=C(NC1CCCCC1)C(c1ccco1)N(CCc1ccccc1)C(=O)C(F)(F)F (stereo unspecified)
26: O=C(O)/C=C/S(=O)(=O)c1ccc2ccccc2c1
27: CCn1c2ccccc2c2cc(C3C(C#N)=C(N)Oc4n[nH]c(COC)c43)ccc21 (stereo unspecified)
28: Cc1c(N2C(=O)CSC2c2ccc(F)cc2)c(=O)n(-c2ccccc2)n1C (stereo unspecified)
29: C=CCn1c(=O)c2ccccc2n2c(SCc3csc(-c4ccccc4)n3)nnc12
30: Cc1cc(C)c2nc(N3CCC(C(=O)NCCCN4CC(C)CC(C)C4)CC3)sc2c1 (stereo unspecified)
31: COc1ccc(C(=O)Nc2ccc(N3CCN(C)CC3)cc2)cc1[N+](=O)[O-]
32: Cc1cccc2[nH]c(CN(C)C(=O)CC3C(=O)NCCN3CC(C)(C)C)nc12 (stereo unspecified)

Assay by compound,25,26,27,28,29,30,31,32
p47phox inh,6,-5,-57,-14,-6,-12,5,-11
Rad51 HR inh,3,17,3,14,nt,4,8,nt
KLK5 inh,-10,4,-4,1,3,4,-3,nt
eIF4E-4G inh,1,1,7,-7,0,3,-3,0
14-3-3 Bad inh,1[fluorescence artefact?],-2,2,3,0,-4,-13,-11
Furin inh,-9[20 µM],-12,3[20 µM],-17,-10,-22,-12,-24
EBV gp42 inh,3,-22,7,-13,-21,0,10,7
Cl transport mod,-0.88,0.57,-0.017,0.02,-0.85,-1.6,0.46,0.36
Thrombin inh,-5,-1,-2,-2,-9,10,-4,1

33: Cc1cc(NC(=O)c2ccccc2-c2ccccc2)ccc1Br
34: CC(=O)Nc1ccccc1NS(=O)(=O)c1ccc(Cl)cc1
35: COc1cccc2cc(C(=O)Nc3ccc(F)cc3)c(=Nc3ccc(C(=O)O)cc3)oc12
36: CCn1c(C)[n+](CC)c2ccc(C(=O)N(C)c3ccccc3)cc21
37: C/C(Cn1nnc([N+](=O)[O-])n1)=N\NC(=O)c1ccccc1O
38: CC1(C)CC(=O)c2cc(C(=O)NC3CCSC3=O)c(=O)n(-c3ccc(Cl)cc3)c2C1 (stereo unspecified)
39: COc1ccc(CNC(=O)C2CCN(S(=O)(=O)N3CCOCC3)CC2)cc1
40: COc1ccc(Cn2c(=O)[nH]c3cc(C(=O)NCCCN4CCCC4=O)ccc3c2=O)cc1

Assay by compound,33,34,35,36,37,38,39,40
p47phox inh,-6,-7,nt,9,16,-1,-1,-2
Rad51 HR inh,-1,-4,nt,-21,16,13,-2,0
KLK5 inh,21,-6,nt,-1,2,-7,-9,10
eIF4E-4G inh,6[fluorescence artefact?],4,0,19,-1,7,6[fluorescence artefact?],-1
14-3-3 Bad inh,37[fluorescence artefact?],-3,-4,35,-3,-3,-6[fluorescence artefact?],6
Furin inh,3,-13[20 µM],-33,-17,-24,-10,-12,-19
EBV gp42 inh,1,-7,-7,-10,-2,4,-19,5
Cl transport mod,-1,0.23,-0.59,-1.2,0.14,0.13,nt,0.94
Thrombin inh,2,3,5,-5,-2,2,-1,0

41: C[N+](C)(C)CC/C=C1/c2ccccc2CSc2ccccc21
42: c1ccc(-c2nnc(-c3ccco3)o2)cc1
43: Cc1ccc(S(=O)(=O)N(CC(=O)N/N=C/c2cccc3c2OCCO3)c2ccccc2F)cc1
44: Cn1c2ccccc2c2cc(C(=O)O)ccc21
45: Cn1c(=O)c(Sc2ccc(Cl)cc2)c(O)c2ccccc21
46: O=C(CN(c1ccc(F)cc1)S(=O)(=O)c1ccc2c(c1)OCCO2)NCc1cccnc1
47: COc1ccc(CCn2c(NN=C3CCCCC3)nc3c2c(=O)[nH]c(=O)n3C)cc1
48: O=C(C1=C[C@H](c2coc3ccccc3c2=O)C[C@H](OCCCCO)O1)N1CCOCC1

Assay by compound,41,42,43,44,45,46,47,48
p47phox inh,-11,-11,-17,-12,2,-1,-7,nt
Rad51 HR inh,2,-3,-1,-1,3,-3,4,-1
KLK5 inh,-2,-8,-3,-17,1,-3,1,2
eIF4E-4G inh,1,-3[fluorescence artefact?],-9,12,2,2,2,4
14-3-3 Bad inh,13,5[fluorescence artefact?],2[fluorescence artefact?],13,8,2,-7,-2
Furin inh,-8[20 µM],-31,-12[20 µM],-20[20 µM],-16,-17[20 µM],-31,-26
EBV gp42 inh,-52,-9,-1,-9,-16,-3,-13,-13
Cl transport mod,-0.027,nt,0.78,-0.51,-1.9,0.044,0.88,0.43
Thrombin inh,-4,1,-3,3,-3,-2,-2,-1

49: COc1ccc(CNC(=O)c2cnc(C)cn2)cc1
50: O=C(C1CCC1)N1CCc2cc(S(=O)(=O)N3CCCCC3)ccc21
51: CN(Cc1cnn(C)c1)C(=O)CC1C(=O)NCCN1Cc1cccc(Oc2ccccc2)c1 (stereo unspecified)
52: COc1ccc(CCNc2oc(-c3ccc(OC)c(OC)c3)nc2P(=O)(OC)OC)cc1OC
53: Cc1ccc(NC(=O)c2cccc(NC(=O)CCC(=O)O)c2)cc1C
54: COc1ccc2[nH]c(=O)c(CN(Cc3ccccc3)Cc3nnnn3CC3CCCO3)cc2c1 (stereo unspecified)

Assay by compound,49,50,51,52,53,54
p47phox inh,-1,-6,-7,-17,4,-12
Rad51 HR inh,1,nt,5,-1,24,-3
KLK5 inh,-16,-15,2,-22,0,-27
eIF4E-4G inh,11[fluorescence artefact?],-7,1,15,2,0
14-3-3 Bad inh,-5[fluorescence artefact?],1,2,-17,-4,-7[fluorescence artefact?]
Furin inh,-28,-9[20 µM],-25,-54,-20,-12
EBV gp42 inh,-19,-10,3,-5,-13,-9
Cl transport mod,nt,-0.057,0.79,0.64,0.93,0.92
Thrombin inh,-2,6,1,-3,-9,2

Structural class, those above containing an aryl thioether with sulfur outside any ring
4: N#CCSc1nc2c(cc1C#N)CCCCCC2
10: COCCn1c(SCC(=O)Nc2sc(C)c(C)c2C#N)nnc1C(C)C
15: CCCCn1c(SCC(=O)N(C)C)nnc1-c1ccncc1
21: COC(=O)Cc1ccc(NC(=S)NCCSc2ccc(Cl)cc2)cc1
29: C=CCn1c(=O)c2ccccc2n2c(SCc3csc(-c4ccccc4)n3)nnc12
45: Cn1c(=O)c(Sc2ccc(Cl)cc2)c(O)c2ccccc21

Assay by compound,4,10,15,21,29,45
p47phox inh,-2,-8,0,-8,-6,2
Rad51 HR inh,-12,-1,-11,nt,nt,3
KLK5 inh,-20,0,-1,-4,3,1
eIF4E-4G inh,-1,1,-1,-1,0,2
14-3-3 Bad inh,-3,-5,-2,-10,0,8
Furin inh,4[20 µM],-20[20 µM],-19,-12,-10,-16
EBV gp42 inh,-5,-16,5,9,-21,-16
Cl transport mod,nt,-1,1.8,0.071,-0.85,-1.9
Thrombin inh,0,-8,-3,-9,-9,-3

Screening results deposited in PubChem BioAssay by several laboratories.
